# Rab2A wt mod = changes GTP binding to wildtype dog Rab2A, up or down. GTP binding activity, % at 10 µM. P61105. 190,000 tested, 0.19% active. GST-Rab2 wt beads, Bodipy-GTP binding, flow cytometry;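 active = GTP binding activity at least 20 points away from 100%, either lowered or raised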;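 also: 0% = beads with excess unlabeled GTP and 100% = no-compound control corrected for plate trend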
# Rac1 mut GTP = modulators of GTP binding to human Rac1 activated mutant; GST-Rac1 activated beads, fluorescent GTP binding, flow cytometry; actives lie on both sides; 100% means binding = to untreated wells; percent activity (GTP binding), % at 10 µM; 190,000 tested, 0.11% active;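 active = GTP binding at least 20 percentage points away from the 100% baseline, in either direction, so actives lie on both sides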
# Avidin fluor = compound fluoresces at 488/530 nm on avidin beads; fluorescence (KMESF) at 10 µM; AID 1775; compound fluorescence 488/530 nm, flow cytometry; active compounds read high; 220,000 tested, 0.38% active; in the data active = fluorescence above about 47; also: inactives centre near 10
# ABCB1 inh = blocks JC-1 efflux by human ABCB1 transporter. P08183. CCRF-Adr cells, flow cytometry. inhibition, % at 6.6 µM. 190,000 tested, 0.067% active. AID 1326; in the data active = inhibition above about 40%;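 also: 0% = vehicle and 100% = reference inhibitor; higher value means more JC-1 retained so stronger ABCB1 efflux block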
# Pf gametocyte = inhibitors of late stage P. falciparum gametocyte viability; P. falciparum stage V gametocytes, ATP luminescence, 24 h; inhibition, % at 10.9 µM; 150,000 tested, 0.065% active;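 active = inhibition above the mean plus 3 SD of compounds within the control limits, set per campaign, cut at about 38% in these data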;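 also: 0% = DMSO wells and 100% = medium only without gametocytes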
# ABCG2 block = inhibitors of human ABCG2 transporter, ABCB1 counter-screen; IgMXP3 cells, JC-1 efflux, flow cytometry; AID 1325; Q9UNQ0; inhibition, % at 6.6 µM; 190,000 tested, 0.1% active;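 active = inhibition above 80%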;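 also: 0% = DMSO and 100% = nicardipine control wells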
# Target sequence (Q9UNQ0 whole entry, looked up): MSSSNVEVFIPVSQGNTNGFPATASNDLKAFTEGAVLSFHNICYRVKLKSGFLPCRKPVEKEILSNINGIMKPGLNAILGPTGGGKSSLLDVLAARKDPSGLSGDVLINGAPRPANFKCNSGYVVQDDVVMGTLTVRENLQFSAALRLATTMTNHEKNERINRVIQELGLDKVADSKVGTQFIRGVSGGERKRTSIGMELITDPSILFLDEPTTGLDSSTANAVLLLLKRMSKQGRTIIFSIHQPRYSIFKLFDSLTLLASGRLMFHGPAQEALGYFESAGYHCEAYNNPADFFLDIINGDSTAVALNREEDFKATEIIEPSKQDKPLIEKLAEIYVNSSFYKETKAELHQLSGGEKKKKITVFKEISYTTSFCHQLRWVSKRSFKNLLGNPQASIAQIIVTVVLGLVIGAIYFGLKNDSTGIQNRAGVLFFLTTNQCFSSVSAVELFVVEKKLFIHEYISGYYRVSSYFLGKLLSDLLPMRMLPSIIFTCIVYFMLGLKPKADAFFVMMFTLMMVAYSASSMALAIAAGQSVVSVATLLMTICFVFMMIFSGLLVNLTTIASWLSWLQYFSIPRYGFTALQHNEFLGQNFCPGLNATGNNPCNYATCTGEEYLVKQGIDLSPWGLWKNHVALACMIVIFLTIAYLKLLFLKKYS
#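 Test system: IgMXP3 (ABCG2) plus far-red-tagged CCRF-Adr (ABCB1) cells / Amount: 3 million cells/mL in well / Reagent: JC-1 transporter substrate / Timing: 10 min compound exposure, 25 °C / Signal: flow cytometry, 530 nm JC-1 signal / Read-out: percent efflux inhibition, scaled nicardipine 100% to DMSO 0% / Benchmarks: nicardipine as high control, DMSO as low control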
# Mcl1-Noxa inh = disrupts binding of human Mcl-1 to Noxa peptide | TR-FRET Mcl-1/Noxa peptide binding, 2 h | AID 1022 | 220,000 tested, 1.5% active | inhibition, % at 21.7 µM | Q07820;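 active = compounds that cut the protein-peptide binding signal by more than 50% relative to plate controls in a single-dose test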;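 also: His-tagged Mcl-1 with rhodamine Noxa BH3 peptide and terbium anti-His antibody; 0% = Mcl-1 plus Noxa peptide wells and 100% = peptide-only wells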
# Target sequence (Q07820 whole entry, looked up): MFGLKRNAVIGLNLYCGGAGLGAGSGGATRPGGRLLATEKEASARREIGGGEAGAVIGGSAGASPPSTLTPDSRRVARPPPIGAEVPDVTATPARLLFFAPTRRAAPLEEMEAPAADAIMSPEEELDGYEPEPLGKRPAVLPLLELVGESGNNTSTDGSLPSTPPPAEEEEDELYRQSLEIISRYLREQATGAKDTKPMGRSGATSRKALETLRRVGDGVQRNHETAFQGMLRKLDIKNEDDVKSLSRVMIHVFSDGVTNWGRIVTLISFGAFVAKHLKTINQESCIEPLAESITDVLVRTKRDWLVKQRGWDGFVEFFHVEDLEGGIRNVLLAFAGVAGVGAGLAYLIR
# Rab7 wt modul = dog Rab7 wildtype GTP binding, inhibitors and activators. 190,000 tested, 0.055% active. GTP binding activity (percent of control), % at 10 µM. GST-Rab7 beads, fluorescent GTP binding, flow cytometry; actives lie on both sides; untreated = 100%, excess cold GTP = 0%. AID 758;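 active = fluorescent GTP binding to Rab7 beads changed by at least 20 points from the 100% baseline, either direction, mostly lower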;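 also: median green fluorescence of bound Bodipy-FL-GTP per Rab7 bead population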
# Rac1 wt GTP bind = alters GTP binding to wildtype human Rac1; P63000; GST-Rac1 beads, fluorescent GTP binding, flow cytometry; actives lie on both sides; 0 = cold GTP competed, 100 = untreated; GTP binding activity (% of control), % at 10 µM; 190,000 tested, 0.27% active;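 active = GTP binding activity at least 20 points away from the 100% control level, either lower or higher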
# Cdc42 wt GTP = modulators (inhibitors or activators) of GTP binding to human Cdc42 wildtype | P60953 | GST-Cdc42 beads, Bodipy-GTP binding, flow cytometry; actives lie on both sides | percent activity (GTP binding), % at 10 µM | 190,000 tested, 0.2% active;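 active = percent activity GTP binding at least 20 points away from the 100% baseline, either down as inhibitor or up as activator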;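 also: median bead fluorescence of bound Bodipy-FL-GTP at 100 nM; 0% = excess unlabeled GTP control and 100% = no compound control; below 100% means less GTP binding so inhibitor and above means activator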
# HRas wt GTP = changes GTP binding to wildtype human HRas; 190,000 tested, 0.14% active; GTP binding activity, % at 10 µM; AID 759; GST-Ras wt beads, Bodipy-FL-GTP binding, flow cytometry; actives lie on both sides; P01112;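 active = GTP binding activity at least 20% away from the 100% baseline, either lowered as inhibitor or raised as activator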;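 also: 0% = unlabeled GTP competition control and 100% = no-compound control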
# * hit, by the source's call; . = not tested or not shown. Not a hit list. Share with any hit: about 2.3%.
SMILES,Rab2A wt mod,Rac1 mut GTP,Avidin fluor,ABCB1 inh,Pf gametocyte,ABCG2 block,Mcl1-Noxa inh,Rab7 wt modul,Rac1 wt GTP bind,Cdc42 wt GTP,HRas wt GTP
CC1CCC2C(=O)N(c3ccc(C(=O)NCc4ccccc4)cc3)C(=O)C2C1 (stereo not given),101,101,3,1.8,.,1,3,100,102,101,102
O=C(O)CCCC(=O)Nc1ccc(N=Nc2ccccc2)cc1,96,96,6,0.3,4,1,7,101,96,93,94
CCC(C)(C)NC(=O)C(c1ccc(F)cc1)N(Cc1ccco1)C(=O)c1cnccn1 (stereo not given),99,100,14,1.2,.,3,22,103,104,101,100
Cc1ccc(C)c(OCC(=O)NCC(C)C)c1C,100,103,2,0.6,-3,4,20,101,102,101,104
COc1cc(CNCc2cccnc2)ccc1OCC(=O)NC1CCCCC1,100,96,7,1.4,-2,9,26,111,98,97,99
CSc1n[nH]c2nc3c(c(=O)n12)C1(CCCC1)Cc1ccccc1-3,93,93,3,-0.5,1,-1,24,93,94,96,95
Cc1ccc(C2(CC(=O)N3CCCC3)CCOC(C(C)C)C2)cc1 (stereo not given),104,100,15,-1.5,3,2,7,96,105,105,103
C#CC[N+]1(CC#Cc2ccccc2)CCCCC1,98,96,10,0.3,-2,3,20,94,102,101,98
O=C(c1ccc(C(F)(F)F)cc1)c1c[nH]c(C(=O)NCCCn2ccnc2)c1,97,99,5,0.0,9,0,0,94,100,99,100
Cc1nn(C)c(C)c1C(=O)NN,98,96,7,0.1,.,0,-9,100,97,95,99
Fc1ccc(C(c2nnnn2C2CCCC2)N2CCN(Cc3ccncc3)CC2)cc1 (stereo not given),100,101,15,2.7,17,7,-5,99,106,103,100
CC(=O)N1CCc2c(sc(NC(=O)c3ccc([N+](=O)[O-])o3)c2C#N)C1,93,95,7,-1.5,-24,-4,53*,109,96,89,92
O=C(NC(=S)Nc1ccc(CN2CCOCC2)cc1)c1ccc([N+](=O)[O-])cc1Cl,94,96,10,1.0,-26,44,15,96,96,95,96
CC/C(=N\NC(=S)NC(C)C)c1ccc(OC)c(OC)c1,97,98,21,-0.2,16,1,0,103,100,97,99
CCN(CC)S(=O)(=O)c1cc(C(=O)OCC(=O)Nc2cccc(Br)c2)ccc1F,98,97,13,0.0,.,0,-7,104,101,99,98
O=C(CC1NCCNC1=O)Nc1ccc(Cl)c(Cl)c1 (stereo not given),99,98,5,0.5,.,6,6,101,102,98,99
O=C(NCCCCCCNC(=O)C1CCCC1)C1CCCC1,100,100,3,1.4,-1,19,-12,101,105,104,102
CCC(C)(NC(=O)c1ccc2c(c1)OCO2)C(=O)NC1CCCCC1 (stereo not given),98,94,10,0.3,-4,3,10,93,102,100,100
O=C(c1cc2cc(Br)ccc2s1)N1CCOCC1,97,93,11,0.2,-4,2,1,104,94,94,96
S=c1[nH]nc(CSCc2ccc(Cl)cc2Cl)n1-c1ccccc1,96,92,34,-0.9,.,-3,7,97,95,95,94
CCn1nc(C)c(NC(=O)Nc2cccc(Cl)c2Cl)c1C,97,95,6,2.4,-13,2,15,106,97,95,97
Cc1ccc(NC(=O)COC(=O)c2cc(Cl)ccc2[N+](=O)[O-])c(C)c1,97,100,3,0.6,15,17,3,100,106,105,100
Cc1cccc(C(C)C)c1NC(=O)COC(=O)c1cccc(S(=O)(=O)N2CCc3ccccc3C2)c1,102,102,5,0.8,.,1,-7,99,106,104,102
COc1ccccc1N(CC(=O)Nc1ccc(C(F)(F)F)cc1)S(C)(=O)=O,97,96,9,1.2,-1,16,9,102,101,99,100
CCOc1ccc(-c2nnc3ccc(SCC(=O)NCc4ccco4)nn23)cc1,99,100,18,0.2,-10,2,-1,96,102,100,100
CCOC(=O)N1CCN(C(=O)c2cc3c(ccc4ccccc43)oc2=O)CC1,101,99,32,0.8,.,2,-15,101,99,99,101
COC(=O)[C@@]1(Cc2ccc(F)cc2)[C@H]2c3cc(C(=O)N(C)C)n(Cc4nc5ccccc5[nH]4)c3C[C@H]2CN1C(=O)c1ccccc1,101,99,11,0.0,.,0,9,98,105,101,101
COc1cccc(N/C=C/C(=O)c2ccc(Cl)cc2)c1,103,103,1,-0.1,3,-1,-1,102,105,103,105
Cc1c(Br)c([N+](=O)[O-])nn1CC(=O)Nc1sc2c(c1C(=O)OC(C)C)CCCC2,97,96,7,0.1,-12,0,-5,98,97,98,97
Cn1cnc([N+](=O)[O-])c1NC(C)(C)C,98,98,8,0.1,17,2,-12,102,98,99,99
CCSc1nnc(-c2ccc(Cl)cc2Cl)o1,97,96,20,1.2,.,6,4,96,101,102,101
CC(C)(C)CC(=O)O/N=C(\N)c1ccncc1,99,96,9,0.3,-3,1,5,102,104,98,99
CCN1C(=O)CCCc2ccccc21,98,95,9,-0.1,-9,3,-4,100,99,97,97
COC(=O)[C@@H]1CC[C@H](C)[C@@H](c2ccc(C)cc2)N1C(=O)c1ccc(/C=N/OC[C@@H](O)COCc2ccco2)cc1,100,96,12,6.6,.,4,7,99,100,97,99
O=c1c(Cl)c(Cl)cnn1Cc1ccccc1Cl,101,99,3,0.3,-13,2,9,103,102,101,100
COc1ccc2cc(-c3[nH]ncc3CN3CCCC3c3nonc3C)ccc2c1 (stereo not given),101,100,10,0.7,3,4,11,99,103,102,104
CN(C(=O)COC(=O)c1n[nH]c2ccccc12)C1CCS(=O)(=O)C1 (stereo not given),100,101,14,-9.9,-15,0,-9,96,107,105,99
CC(C)CC1C(C#N)=C(N)SC(N)=C1C#N,97,95,18,-0.4,-18,-1,15,92,97,100,94
CC(=O)NC(Cc1cccc(F)c1)C(=O)NC1CCN(c2nnnn2-c2ccccc2)CC1 (stereo not given),97,97,21,0.2,10,1,-6,92,97,99,96
COc1ccc(N2CCN(Cc3nnc(-c4ccccc4)o3)CC2)cc1,98,98,18,0.1,-86,-7,22,102,101,99,97
Cc1cccc(C(=O)NCCc2n[nH]c(=S)n2C)c1,97,101,5,0.5,.,2,4,104,100,102,101
CC(NC(=O)c1ccc(-c2cc(C(F)(F)F)ccc2Cl)o1)c1ccccc1 (stereo not given),99,98,12,0.1,.,2,-37,102,99,100,99
CC(C)(C)c1cnnn1-c1ccc([N+](=O)[O-])cc1,97,96,11,0.8,-18,5,2,94,98,101,96
O=C(CCc1nnc(CCCCc2ccccc2)o1)NCc1cccc(F)c1,95,96,9,0.3,3,1,9,100,99,97,100
Cn1cnc([N+](=O)[O-])c1Sc1ccccc1,105,102,9,0.5,7,1,-13,102,108,102,104
CC1CCC/C(=C(\C#N)c2nc(-c3cc4ccccc4oc3=O)cs2)C1 (stereo not given),99,100,23,0.7,.,56,-3,97,104,102,100
CCOC(=O)N1CCC(Nc2ncnc3c2cnn3-c2ccc(C)cc2C)CC1,97,97,6,1.1,.,8,27,98,96,96,96
CCCCC(CC)Cn1c(N)c(C#N)c2nc3ccccc3nc21 (stereo not given),102,100,14,-5.1,.,-6,18,99,104,101,103
Cn1c(NC(=O)c2ccc(Cl)s2)cc(=O)n(C)c1=O,100,100,9,0.9,4,9,-2,97,101,100,99
NNC(=O)c1cc(O)c(O)c(O)c1,97,98,4,-0.5,8,-1,73*,101,100,97,97
C=CCC(NCc1ccccc1)c1ccco1 (stereo not given),100,98,16,0.2,.,3,5,100,99,100,99
Cc1c(-c2ccccc2)sc(N)c1C(=O)N1CCOCC1,95,95,30,-0.1,.,0,7,97,97,97,96
O=C(O)c1ccc2c(c1)N(Cc1ccc(F)cc1)C(=O)c1ccccc1S2,101,98,11,-0.1,-18,0,15,101,102,97,99
COC(=O)CN(n1cnnc1)S(=O)(=O)c1ccccc1,91,90,2,-2.2,37,-4,9,89,90,94,93
CCOC(=O)CSc1n[nH]c(NS(=O)(=O)c2ccccc2C(F)(F)F)n1,95,95,8,-0.1,8,-1,-1,96,98,96,96
Fc1ccc(-c2ccc(Nc3cccc(F)c3)nn2)cc1,96,94,10,0.0,-25,2,2,98,98,94,95
N#C/C(=C\c1ccc(F)cc1)c1nc(-c2ccco2)cs1,100,98,8,-1.0,2,-9,7,101,104,101,102
Cn1nc(-c2ccc(OCC(N)=O)cc2)c2ccccc2c1=O,99,97,16,-1.9,-25,19,-6,96,99,100,98
CCCCNC(=O)c1nn2cc(Br)cnc2c1Br,97,96,21,-0.2,7,1,16,104,98,96,96
Cc1ccc(/C=N/N=C2/NC(=O)C(CC(=O)Nc3ccccc3)S2)o1 (stereo not given),96,95,10,0.2,-15,2,17,103,98,100,94
# Further records
SMILES,Rab2A wt mod,Rac1 mut GTP,Avidin fluor,ABCB1 inh,Pf gametocyte,ABCG2 block,Mcl1-Noxa inh,Rab7 wt modul,Rac1 wt GTP bind,Cdc42 wt GTP,HRas wt GTP
Cc1nn(-c2ccccc2)c(C)c1/C=N/N1CCN(c2ccccc2)CC1,102,99,27,1.0,.,29,10,104,107,103,102
CCN(C(=S)NC(=O)C1CCCC1)C1CCCCC1,96,97,14,0.6,.,0,18,98,98,96,95
Cc1cc(C)cc(-n2cc[nH]c2=S)c1,98,97,0,-0.2,-8,0,2,96,102,103,98
CCOC(=O)CC1(CC(=O)OCC)NC(=O)c2c(C)sc(C(=O)OCC)c2N1,104,99,9,1.2,.,13,-10,101,103,104,104
CCC(=O)NC(c1cccc([N+](=O)[O-])c1)c1c(OC(C)=O)ccc2ccccc12 (stereo not given),101,101,4,1.3,.,8,0,101,103,97,98
CCOC(=O)CNC(=O)N1CCCC(CCC(=O)NCc2ccc(F)c(F)c2)C1 (stereo not given),97,96,2,2.9,12,7,12,96,99,98,96
O=C(Nc1ccc(NC(=O)c2cccs2)cc1)c1ccco1,94,94,14,0.9,.,7,4,91,91,92,93
Cc1nn(Cc2ccc(Cl)cc2)c(Cl)c1/C=N/NC(=O)c1cccnc1,97,98,13,19,-10,23,28,98,103,99,98

# Gathered by group: the compounds so far containing a COOH group
SMILES,Rab2A wt mod,Rac1 mut GTP,Avidin fluor,ABCB1 inh,Pf gametocyte,ABCG2 block,Mcl1-Noxa inh,Rab7 wt modul,Rac1 wt GTP bind,Cdc42 wt GTP,HRas wt GTP
O=C(O)CCCC(=O)Nc1ccc(N=Nc2ccccc2)cc1,96,96,6,0.3,4,1,7,101,96,93,94
O=C(O)c1ccc2c(c1)N(Cc1ccc(F)cc1)C(=O)c1ccccc1S2,101,98,11,-0.1,-18,0,15,101,102,97,99

# Assay outcomes from PubChem.
